Apaf-1 inh: inhibitors of human Apaf-1 apoptosome, primary screen, biochemical, DEVD-Rh110 fluorescence, uHTS; Apoptotic protease-activating factor 1 (Homo sapiens), O14727; reconstituted apoptosome caspase-3 activity; inhibition, % at 20 µM; 0.71% of 330,000 active; active = inhibition of at least 40% at 20 µM;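 also: plate controls were DMSO wells for no effect and DEVD-CHO caspase inhibitor wells for full effect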
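System – cell-free apoptosome with Apaf-1, procaspase-3 and caspase-9 · Buffer or medium – pH 7.5 Hepes buffer with CHAPS, BSA, DTT · Also added – cytochrome c with DEVD-Rh110 · Times – 30 min compound preincubation, 50 min activation, room temperature · Technique – Rh110 fluorescence intensity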
HKDC1 inh: HKDC1 hexokinase inhibitors, primary screen, biochemical, fluorescence, uHTS | 0.16% of 340,000 active | AID 493160, 2011 | recombinant HKDC1, G6PDH/diaphorase resazurin coupled fluorescence | Q2TB90 | inhibition, % at 20 µM;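 active = inhibition above about 35% when tested at 20 µM, limit read from the data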;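 also: plate controls were DMSO wells with enzyme for no effect and DMSO wells lacking enzyme for full effect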
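Material – in-house recombinant HK5 (HKDC1) enzyme · Quantity – HKDC1 at 5 µg/mL · Buffer or medium – pH 8.0 Tris buffer with 10 mM MgCl2 · Reagent – glucose with 1 mM ATP · Dosing – single 20 µM dose · Times – reaction time 90 min, room temperature, protected from light · Technique – resorufin fluorescence at 613 nm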
SENP7 block: SENP7 protease inhibitors, primary screen, biochemical, luminescence, uHTS; recombinant SENP7, Z-RLRGG-aminoluciferin luminescence, 40 min; Sentrin-specific protease 7 (Homo sapiens), Q9BQF6; inhibition, % at 5 µM; 1.5% of 330,000 active;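 active = inhibition above about 50% at the single test dose, limit read from the data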;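 also: plate controls were DMSO with enzyme for no effect and no enzyme buffer wells for full effect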
Target sequence (Q9BQF6 706-1050 limits assumed): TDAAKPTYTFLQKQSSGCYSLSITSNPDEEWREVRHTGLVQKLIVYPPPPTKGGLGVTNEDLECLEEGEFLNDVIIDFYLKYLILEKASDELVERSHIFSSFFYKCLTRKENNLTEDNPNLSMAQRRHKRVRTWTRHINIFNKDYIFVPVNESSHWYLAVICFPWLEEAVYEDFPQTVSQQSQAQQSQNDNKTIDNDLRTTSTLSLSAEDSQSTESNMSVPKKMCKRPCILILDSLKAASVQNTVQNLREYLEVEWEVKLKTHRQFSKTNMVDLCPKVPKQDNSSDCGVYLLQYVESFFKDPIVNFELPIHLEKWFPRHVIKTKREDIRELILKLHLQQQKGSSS
SENP8 block-1: human SENP8 protease inhibitors, primary screen, biochemical, fluorescence, Nedd8 protein substrate, uHTS; recombinant SENP8; inhibition, % at 20 µM; 0.64% of 360,000 active; AID 602440, 2012; in the data active = inhibition mostly above about 40%, no sharp cut-off; inactive = mostly below about 27%
SENP1 inh: human SENP1 catalytic domain inhibitors, primary screen, biochemical, FRET, uHTS; recombinant SENP1 catalytic domain, CyPet-SUMO1-YPet FRET cleavage; 0.21% of 360,000 active; Sentrin-specific protease 1 (Homo sapiens), Q9P0U3; inhibition, % at 10 µM;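 active = inhibition at least 30% at 10 µM, raw YFP signal under a set limit, fluorescence ratio 0.5 to 1.5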;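 also: 0% = enzyme with DMSO and 100% = no enzyme wells; some results filed as inactive read as strong as hits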
Target sequence (Q9P0U3 419-644 limits assumed): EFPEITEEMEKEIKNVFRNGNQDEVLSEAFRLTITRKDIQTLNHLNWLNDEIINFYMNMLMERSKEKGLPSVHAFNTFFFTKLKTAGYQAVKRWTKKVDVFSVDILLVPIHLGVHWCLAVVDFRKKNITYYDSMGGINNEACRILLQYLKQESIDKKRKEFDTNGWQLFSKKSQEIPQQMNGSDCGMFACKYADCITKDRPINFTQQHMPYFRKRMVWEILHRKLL
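Test system: hSENP1 catalytic domain, recombinant; Amount: 20 pM final SENP1 enzyme; Medium: Tris pH 8 buffer plus EDTA, NaCl, BME, BSA, NP40, catalase; Schedule: 50 min enzyme reaction, room temperature, light-protected; Technique: FRET fluorescence in CFP and YFP emission channels; Controls: no-enzyme wells low, DMSO-plus-enzyme wells high control.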
SENP8 block-2: SENP8 protease inhibitors, primary screen, biochemical, luminescence | purified SENP8, Z-RLRGG-aminoluciferin cleavage | inhibition, % at 10 µM | 1.2% of 330,000 active | AID 2540, 2010; in the data active = inhibition above about 50%
PfG6PD inh: PfG6PD enzyme inhibitors, primary screen, biochemical, fluorescence intensity, uHTS. glucose-6-phosphate dehydrogenase-6-phosphogluconolactonase (Plasmodium falciparum 3D7). PfGluPho enzyme, NADPH resazurin-diaphorase fluorescence. inhibition, % at 20 µM. 0.78% of 350,000 active;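 active = inhibition reaching at least a set limit at 20 µM in the primary screen, cut at about 59% in these data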;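 also: 0% = DMSO wells with substrate and 100% = DMSO wells lacking glucose-6-phosphate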
SENP6 block: SENP6 protease inhibitors, primary screen, biochemical, luminescence, uHTS; inhibition, % at 10 µM; 1.8% of 330,000 active; Sentrin-specific protease 6 (Homo sapiens), Q9GZR1; Recombinant SENP6 catalytic domain, aminoluciferin luminescence;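 active = inhibition above about 50% at the single tested dose, limit read from the data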;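 also: plate controls were DMSO wells with enzyme for no effect and DMSO wells lacking enzyme for full effect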
Target sequence (Q9GZR1 628-1112 limits assumed): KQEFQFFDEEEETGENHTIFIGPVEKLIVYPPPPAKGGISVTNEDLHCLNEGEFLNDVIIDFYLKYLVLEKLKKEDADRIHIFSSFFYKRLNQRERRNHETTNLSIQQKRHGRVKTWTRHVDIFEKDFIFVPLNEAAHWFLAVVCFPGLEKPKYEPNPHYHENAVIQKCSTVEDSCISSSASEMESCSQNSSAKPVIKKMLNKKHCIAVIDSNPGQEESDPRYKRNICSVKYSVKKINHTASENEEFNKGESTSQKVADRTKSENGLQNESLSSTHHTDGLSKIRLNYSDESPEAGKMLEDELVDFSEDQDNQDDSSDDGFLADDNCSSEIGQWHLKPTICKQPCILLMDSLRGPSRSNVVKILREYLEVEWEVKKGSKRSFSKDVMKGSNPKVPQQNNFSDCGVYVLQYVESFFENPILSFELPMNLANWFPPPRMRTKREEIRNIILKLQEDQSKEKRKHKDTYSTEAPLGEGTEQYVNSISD
Numbers without * were called inactive; i = inactive; . = no result given.

SMILES | Apaf-1 inh | HKDC1 inh | SENP7 block | SENP8 block-1 | SENP1 inh | SENP8 block-2 | PfG6PD inh | SENP6 block
O=C(N=Nc1c(O)[nH]c2ccc([N+](=O)[O-])cc12)c1ccccc1[N+](=O)[O-] | 5 | -2 | -1 | 16 | 2 | 0 | 6 | 9
O=C1OC(c2ccccc2)C2(CCCC2)C(=O)C12CCCC2 (configuration not stated) | 18 | -11 | 0 | 21 | -2 | -6 | 4 | -4
COc1ccccc1OCCNC(=O)c1cccc(S(=O)(=O)N2CCN(C)CC2)c1 | 26 | -8 | -1 | 0 | 0 | 6 | 25 | -8
Cc1nn(C)c(Cl)c1CN1CCN(C2CCCC2)C(CCO)C1 (configuration not stated) | -7 | 2 | 8 | 4 | 6 | 2 | -8 | -8
Cc1csc(SCC(=O)NC(=O)NC(C)C)n1 | 0 | -6 | 8 | 5 | -1 | 7 | -5 | 7
CN1c2ccccc2C(C)(C)C12CC(c1cccc(S(=O)(=O)N3CCCC3)c1)=NO2 (configuration not stated) | 10 | 7 | -7 | 5 | -10 | -7 | 16 | -8
CCCN(C(=O)COC(=O)c1nc2nccc(C)n2n1)C1CCS(=O)(=O)C1 (configuration not stated) | . | -2 | . | 2 | -2 | . | -9 | .
O=C(CCN=C1NS(=O)(=O)c2ccccc21)OCc1nnc(-c2ccccc2)o1 | 0 | -1 | 2 | -1 | -1 | 0 | 12 | -3
COc1ccc(S(=O)(=O)N2CCC(NC(=O)c3cccc(F)c3)CC2)cc1 | -10 | -6 | 1 | 13 | 3 | 1 | 17 | 6
O=C(COC(=O)/C=C/c1ccc(F)cc1)NC1CC1 | 8 | -3 | -2 | 18 | 2 | -5 | -9 | 0
O=c1cc(-c2ccccc2)oc2cc(O)cc(O)c12 | 4 | 1 | 23 | 15 | 3 | 43 | -8 | 35
O=C(CCN1CCCCCC1)Nc1ccc(F)cc1 | 0 | -5 | -6 | 16 | -1 | 0 | 5 | 4
COc1ccc(S(=O)(=O)Nc2cccc(-c3ccc4nncn4n3)c2)cc1 | 10 | 2 | 0 | -2 | 0 | -2 | -9 | 6
CCc1cccc(CC)c1NC(=O)C[n+]1cccc(C(N)=O)c1 | -8 | 3 | 5 | 10 | 0 | 7 | 4 | 13
CCCCC12CN3CC(C)(CN(C1)C31C(=O)N(C)c3ccc(C)cc31)C2=O (configuration not stated) | -20 | -12 | 2 | 8 | 1 | 4 | 1 | -4

Reprinted from the part before: seven compounds; new compounds follow.
SMILES | Apaf-1 inh | HKDC1 inh | SENP7 block | SENP8 block-1 | SENP1 inh | SENP8 block-2 | PfG6PD inh | SENP6 block
COc1ccc(S(=O)(=O)N2CCC(NC(=O)c3cccc(F)c3)CC2)cc1 | -10 | -6 | 1 | 13 | 3 | 1 | 17 | 6
O=C(COC(=O)/C=C/c1ccc(F)cc1)NC1CC1 | 8 | -3 | -2 | 18 | 2 | -5 | -9 | 0
O=c1cc(-c2ccccc2)oc2cc(O)cc(O)c12 | 4 | 1 | 23 | 15 | 3 | 43 | -8 | 35
O=C(CCN1CCCCCC1)Nc1ccc(F)cc1 | 0 | -5 | -6 | 16 | -1 | 0 | 5 | 4
COc1ccc(S(=O)(=O)Nc2cccc(-c3ccc4nncn4n3)c2)cc1 | 10 | 2 | 0 | -2 | 0 | -2 | -9 | 6
CCc1cccc(CC)c1NC(=O)C[n+]1cccc(C(N)=O)c1 | -8 | 3 | 5 | 10 | 0 | 7 | 4 | 13
CCCCC12CN3CC(C)(CN(C1)C31C(=O)N(C)c3ccc(C)cc31)C2=O (configuration not stated) | -20 | -12 | 2 | 8 | 1 | 4 | 1 | -4
CC(=O)c1cc(C#N)c(SCC(=O)OC(C)(C)C)nc1C | 19 | 0 | 5 | 11 | 0 | -6 | -19 | -8
CC(C)CCNC(=O)C1CCN(Cc2cccc(OCc3ccccc3)c2)CC1 | 17 | -2 | -7 | 16 | 1 | -17 | -6 | -19
Nn1c(SCC(=O)N2CCOCC2)nnc1C1CC1 | -5 | -6 | 4 | 8 | 3 | -4 | 0 | 12
NNC(=O)CCc1ccc(S(=O)(=O)N2CCOCC2)cc1 | 0 | 8 | 7 | 4 | 1 | 8 | -19 | -2
CC(C)(C)c1[nH]nc2c1C(c1ccc(OC(=O)c3ccco3)cc1)C(C#N)=C(N)O2 (configuration not stated) | 7 | 5 | 1 | 3 | -3 | 1 | 1 | -17
CC(Sc1nc(N2CCCCC2)c2c(c1C#N)CCCC2)C(=O)O (configuration not stated) | 14 | 5 | -10 | -68 | 1 | -10 | -23 | -3
O=c1oc([C@@H](O)c2ccccc2)cc2ccccc12 | 1 | -3 | -3 | 6 | 1 | -9 | 14 | 6
C=CCOC(=O)C(=O)/C=C/c1ccc2c(c1)Cc1ccccc1-2 | 23 | 24 | 5 | -50 | -27 | -2 | 4 | 1
Cc1cc(C(=O)NCCC(c2ccccc2)c2ccccc2)c(C)o1 | 9 | 1 | 5 | 12 | -1 | 1 | 31 | 0
O=c1c2ccccc2nc(-c2ccc(F)cc2)n1NCc1ccccc1O | -7 | -7 | 5 | -1 | 2 | 5 | 12 | -11
Clc1ccc(Cn2ncc3c(N4CCCCC4)ncnc32)cc1 | 0 | -3 | 7 | 8 | -5 | 4 | 1 | -16
COC(=O)c1ccc(NC(=S)NN2CCOCC2)cc1 | -12 | -15 | -1 | 5 | 2 | 1 | -8 | 0
CC1(c2ccc3ccccc3c2)CCC(=O)O1 (configuration not stated) | . | -3 | . | 18 | 2 | . | 13 | .
O=C(Cc1ccc(Cl)cc1)NC(=S)Nc1ccccc1O | 2 | -8 | -1 | 5 | 0 | -10 | 2 | -1
COc1ccc(CCNC(=O)Cn2nnc(-c3cccc(OC)c3OC)n2)cc1OC | 9 | -4 | -18 | 24 | 2 | 0 | 3 | 0
NC(=O)c1cccc([N+](=O)[O-])c1 | 0 | 0 | 2 | 15 | 0 | 2 | 18 | 4
O=S(=O)(NCc1cc(-c2ccccc2)no1)c1ccccc1 | -4 | -4 | 0 | 4 | 3 | 3 | 1 | 19
COC(=O)C1=C(C)NC2=C(C(=O)CCC2)C1c1cn(Cc2ccc(Cl)cc2Cl)nc1-c1ccccc1 (configuration not stated) | 19 | 0 | -2 | i | -38 | 1 | 21 | -11
CCC(=O)N(Cc1ccc(S(N)(=O)=O)cc1)C1CC(=O)N(c2ccccc2)C1=O (configuration not stated) | -5 | -7 | 5 | 16 | 2 | 4 | -12 | -8
CCOc1ccc(CNC(=O)C(=O)c2cn(CC(=O)N3CCOCC3)c3ccccc23)cc1OC | -6 | 4 | -7 | -2 | 1 | -8 | 0 | -5
CSc1sc(C#N)c2c1/C(=N\O)CCC2 | -7 | 0 | -5 | 14 | 2 | -10 | 21 | -35
COc1ccc2nc(C)cc(Nc3ccc(N4CCN(C)CC4)cc3)c2c1 | 2 | -2 | 2 | 23 | -1 | 7 | -7 | 5
CC(C)(C)Sc1ccc(/C=N/O)cc1[N+](=O)[O-] | 13 | -3 | -10 | 10 | 1 | -19 | 18 | -13
COc1ccc(C2=NN(C(=O)CCC(=O)O)C(c3ccc(OC)cc3)C2)cc1 (configuration not stated) | -4 | -1 | -10 | -49 | -4 | -10 | -9 | -8
CSc1ccc(Cl)c(C(=O)N(C)CC(=O)Nc2ccc(N3CCOCC3)cc2)c1 | 6 | -5 | -5 | 7 | 0 | -4 | -11 | -6
O=C(C(c1ccccc1)c1ccccc1)N1CCN(Cc2ccc(Br)cc2)CC1 | 30 | -7 | -12 | 16 | 0 | -14 | -6 | -18
CC1CCc2c(sc(NC(=O)c3nc4ncccn4n3)c2C#N)C1 (configuration not stated) | 1 | -9 | -5 | -10 | 2 | -13 | 47 | -5
CCOc1ccc(C2C(C#N)=C(N)Oc3cc(O)ccc32)cc1OCC (configuration not stated) | 3 | 4 | 8 | -86 | -26 | -1 | -13 | 17
COCCSc1nnc(NC(=O)C2CC(=O)N(c3ccc(C)cc3)C2)s1 (configuration not stated) | 5 | -12 | -4 | 13 | 2 | -4 | -11 | -12
Nc1c(C(=O)O)cnn1-c1ccccc1 | -3 | -2 | 8 | 4 | 1 | -2 | 2 | -4
CC(C)(C)c1ccc(C(=O)NCCCN2CCN(CCCNC(=O)c3ccc(C(C)(C)C)cc3)CC2)cc1 | 27 | 13 | 3 | 24 | 0 | -4 | 21 | -8
CCC(OC(=O)CN1C(=O)C(=O)c2ccccc21)C(=O)Nc1ccccc1OC (configuration not stated) | 9 | 1 | 5 | 6 | 5 | -5 | 3 | -32
CCn1ccnc1CN(C)Cc1cn[nH]c1-c1ccc(F)cc1F | -2 | -4 | 2 | -24 | 0 | 4 | -10 | -4
O=C(Nc1nc(-c2ccccc2)c(-c2ccccc2)s1)c1ccc(S(=O)(=O)N2CCCC2)cc1 | 12 | 3 | -4 | -58 | 1 | -5 | 0 | -17
C/C(=N\NC(=O)c1ccc(Cn2cc(Br)cn2)o1)c1cccc(NC(=O)C(C)C)c1 | -4 | -13 | 5 | 5 | 1 | 3 | -21 | 2
Cc1cccc(NS(=O)(=O)c2ccc(C3CCCCC3)cc2)n1 | 7 | 0 | -2 | -344 | 0 | -6 | -32 | -6
O=C(OCCN1C(=O)c2ccccc2C1=O)c1cc2ccccc2o1 | -1 | -1 | 3 | 15 | 1 | -5 | -5 | -12
Cn1nc(C(C)(C)C)cc1C(=O)Sc1cccc(Br)c1 | -5 | 14 | 9 | 3 | 2 | 8 | 26 | 9
O=C(NCCCN1CCOCC1)C1CCCN(S(=O)(=O)N2CCCCC2)C1 (configuration not stated) | 0 | -3 | -2 | 18 | 0 | -4 | 3 | 5
CCOc1ccc(OCCOCCNCCOC)cc1 | -6 | -1 | 1 | 7 | 0 | -7 | -1 | -16
Cc1ccc(/C=C2\C(=N)N3N=C(CC(=O)N4CCOCC4)SC3=NC2=O)o1 | -9 | 3 | 5 | 0 | -10 | -2 | -12 | 4
O=C(Cc1ccccc1)NCCSC1CCCCC1 | 0 | -7 | 9 | 10 | 2 | -2 | -11 | 0
Cc1cccc2c1ncc1c(=O)n(-c3ccccc3)[nH]c12 | 4 | 4 | -3 | 11 | 8 | -2 | 23 | -5
Cc1ccc(NC(=O)C2CCCN(S(=O)(=O)c3ccc4[nH]c(=O)ccc4c3)C2)cc1C (configuration not stated) | 9 | 2 | -2 | -11 | 0 | -10 | -4 | -15
O=C(Nc1ccccc1Cl)c1cc[n+](Cc2ccc([N+](=O)[O-])cc2)cc1 | -4 | -6 | 11 | 4 | 2 | -4 | -4 | 3

Assay outcomes from PubChem BioAssay.

Random draw from the library. Share with any hit: about 3.6%.
